NR2E3 ag-1: inhibitors of NR2E3-RetCOR corepressor binding, primary screen, NR2E3 agonist project, biochemical, TR-FRET, GST-NR2E3, biotin-RetCOR. 1536-well. inhibition of corepressor binding, % at 4.78 µM. 0.12% of 320,000 active. AID 2300, 2010;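 active = percent inhibition above the cutoff of mean plus 3 SD of all tested compounds, set per screening campaign, cut at about 20% in these data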;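 note: 0% = DMSO wells and 100% = biotin wells as full block of FRET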
Target sequence (Q9Y5X4 whole entry, looked up): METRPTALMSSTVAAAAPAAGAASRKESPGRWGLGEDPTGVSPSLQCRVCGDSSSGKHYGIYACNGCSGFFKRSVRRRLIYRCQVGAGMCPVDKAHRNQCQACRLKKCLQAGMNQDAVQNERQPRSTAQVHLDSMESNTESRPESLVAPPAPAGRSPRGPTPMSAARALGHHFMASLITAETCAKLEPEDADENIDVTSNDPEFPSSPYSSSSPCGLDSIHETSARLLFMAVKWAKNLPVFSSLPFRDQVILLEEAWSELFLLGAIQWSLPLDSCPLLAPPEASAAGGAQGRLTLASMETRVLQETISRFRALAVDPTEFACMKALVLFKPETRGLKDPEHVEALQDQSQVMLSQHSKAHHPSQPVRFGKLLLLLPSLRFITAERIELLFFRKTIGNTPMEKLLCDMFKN
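system = GST-tagged NR2E3 plus biotinylated RetCOR corepressor | input = 1.35 nM GST-NR2E3 | also added = 7 nM biotin-RetCOR | schedule = 5 h incubation at 4 °C | measured by = TR-FRET with europium anti-GST and streptavidin-D2, 340 nm excitation | read-out = percent loss of FRET ratio relative to control wells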
Cardio protect: cardioprotection against H2O2-induced cell death, primary screen, uHTS, H9c2 cells, ATPLite luminescence. H9c2 cardiomyocytes, H2O2 injury protection, 2 h. protection from H2O2 cell death, % at 20 µM. 0.63% of 360,000 active. AID 588492, 2011;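 active = compounds giving at least 50% protection of heart cells from peroxide-induced death in the single-dose screen, raw or plate-pattern-corrected value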;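 note: 0% = DMSO wells with peroxide and 100% = DMSO wells without peroxide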
Peg3 prom inh: Peg3 promoter-driven luciferase inhibitors, primary screen, cell-based, HeLa, luciferase luminescence. inhibition, % at 20 µM. HeLa PEG-Prom luciferase reporter, overnight. 1.7% of 360,000 active;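 active = inhibition of at least 50% at 20 µM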
CaV13 FRET inh: Disruptors of the CACNA1D IQ motif to Ca2+-dependent inactivation inhibitor domain association, primary screening, Förster resonance energy transfer in intact living … | HEK cells, CFP/YFP FRET ICDI-IQ, plate reader, 10 min; percent FRET-ratio fall versus neutral wells | AID 743397 | 0.098% of 340,000 active | inhibition, % at 12.3 µM;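 active = mean replicate inhibition of at least 30% and at least 1% of replicates passing that level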;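 note: 0% = median of the neutral control wells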
HTR2A ag: mouse Htr2a agonists via beta-arrestin recruitment, primary screen, cell-based, luminescence; 5-hydroxytryptamine receptor 2A (Mus musculus), P35363; CHO-K1 mHTR2A beta-arrestin complementation; percent of 30 µM serotonin response; activation, % at 7.6 µM; 0.66% of 360,000 active;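 active = activation above a run cutoff, the mean activation of all tested compounds plus 3 SD, cut at about 14% in these data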;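 note: 0% = plate median of compound wells and 100% = 30 µM serotonin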
Shn3 3UTR inh: reduction of Shn3 3'UTR firefly luciferase signal, primary screen, Schnurri-3 inhibitor project, cell-based, Clone20 osteoblasts, set 2; Clone20 osteoblast Shn3 3'UTR firefly luciferase, 24 h; inhibition, % at 12.5 µM; 0.52% of 360,000 active; AID 588674, 2011;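 active = mean inhibition of at least 75% with every replicate also reaching 75%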;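 note: 0% = median of neutral control wells and 100% = pilot-screen positive control compound; some compounds past the cut are filed as inactive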
HIF-2a block: HIF-2a reporter inhibitors, primary screen, luminescence, 786-0 RCC cells | inhibition, % at 18.8 µM | 786-0 RCC cells HIF-2a reporter, luciferase luminescence, overnight | AID 624352, 2012 | 0.72% of 360,000 active;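 active = inhibition of the luminescence signal of 40% or more relative to plate controls, in a single-dose primary screen at 18.75 µM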
TRPM1 prom inh: inhibitors of MITF-dependent TRPM1 promoter reporter, primary screen, cell-based, SK-MEL-5, single point, luciferase; SK-MEL-5 TRPM1 promoter luciferase, 24 h; inhibition, % at 12.5 µM; 0.83% of 330,000 active; AID 488899, 2010;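 active = mean inhibition across replicates of 60% or more, whatever share of single replicates reaches that level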; note: values of inactives mirror those of a sister screen read the other way
NR2E3 ag-2: NR2E3 agonists in two-hybrid cells, primary screen, cell-based, luminescence, CHO-S, Gal4-NCOR/VP16-NR2E3 | inhibition of corepressor binding, % at 3.98 µM | AID 602229, 2012 | luciferase | Photoreceptor-specific nuclear receptor (Homo sapiens), Q9Y5X4 | 0.35% of 360,000 active;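 active = inhibition above the mean of all tested compounds plus 3 SD, cut at about 70% in these data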;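 note: 0% = DMSO with NR2E3 transfected cells and 100% = cells lacking NR2E3 construct; higher means lower luciferase signal from less NR2E3 corepressor binding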
iPSC survival up: enhancers of single-cell hiPSC survival, primary screen, ATPlite luminescence; 100% = ROCK inhibitor wells, 0% = DMSO; survival enhancement, % at 20 µM; 0.044% of 360,000 active; in the data active = survival enhancement above about 18%;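 note: cells exposed to compounds for 16 hours before the ATP read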
PDI inh: inhibitors of human PDI, primary screen, biochemical, turbidity, single point, plate reader | AID 588391, 2011 | inhibition, % at 10 µM | 0.052% of 350,000 active | Protein disulfide-isomerase (Homo sapiens), P07237 | PDI insulin aggregation turbidity, A650, 90 min;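 active = mean inhibition across replicates of 30% or more, whatever share of single replicates reach that level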;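 note: absorbance from insulin aggregation driven by PDI reduction with DTT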
Target sequence (P07237 whole entry, looked up): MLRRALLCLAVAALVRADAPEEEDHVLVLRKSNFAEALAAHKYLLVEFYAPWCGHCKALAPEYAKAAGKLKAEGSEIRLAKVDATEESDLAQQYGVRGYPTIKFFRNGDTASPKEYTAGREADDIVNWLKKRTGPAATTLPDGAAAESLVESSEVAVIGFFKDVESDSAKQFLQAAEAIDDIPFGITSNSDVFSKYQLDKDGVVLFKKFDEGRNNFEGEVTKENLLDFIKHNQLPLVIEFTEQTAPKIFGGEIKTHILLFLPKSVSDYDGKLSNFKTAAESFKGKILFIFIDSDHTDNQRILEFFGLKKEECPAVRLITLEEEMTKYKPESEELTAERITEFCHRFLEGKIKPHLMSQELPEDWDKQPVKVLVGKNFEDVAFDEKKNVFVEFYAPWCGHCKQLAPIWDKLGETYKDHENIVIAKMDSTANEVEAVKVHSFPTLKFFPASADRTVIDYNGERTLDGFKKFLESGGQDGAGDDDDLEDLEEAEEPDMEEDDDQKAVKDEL
* hit, by the source's call; / = not tested or not shown.

compound	NR2E3 ag-1	Cardio protect	Peg3 prom inh	CaV13 FRET inh	HTR2A ag	Shn3 3UTR inh	HIF-2a block	TRPM1 prom inh	NR2E3 ag-2	iPSC survival up	PDI inh
COc1ccc(OC)c(C2NC(=O)NC(C)=C2C(=O)OC2CCCCC2)c1 (stereo not given)	1	0	15	-21	0	7	13	-2	-15	0.1	3
CC(=O)Oc1c(Sc2ccccc2[N+](=O)[O-])c(C)nn1C(C)(C)C	0	5	16	-1	8	18	22	14	28	0.0	2
CCOC(=O)Cc1csc(NC(=O)c2ccco2)n1	4	1	-124	-10	-3	-48	-147	-48	-112	2.4	-2
CCOc1ccc(N(C(=O)c2ccccc2Cl)C2=NC(C)(C)CS2)cc1	0	-5	-37	5	-2	-3	-87	-27	-21	-0.5	7
C=CCn1cc(C(=O)NCCCOCC)c(=O)c2cc(S(=O)(=O)N(CC)CC)ccc21	1	10	20	-6	-2	17	27	3	-15	3.3	1
Cc1c(C)n(Cc2ccccc2)c2ncnc(NCCCN(C)C)c12	4	5	12	-20	-9	1	13	-2	-2	0.6	-3
Cc1c(NC(=O)C2CCCN(S(=O)(=O)c3cnc[nH]3)C2)c(=O)n(-c2ccccc2)n1C (stereo not given)	2	2	-10	4	-3	5	1	-2	-9	1.2	-6
COC(=O)C1=C(C)N(CCCC(=O)O)C(=O)NC1c1ccc(OC)cc1 (stereo not given)	1	-2	-51	-12	-2	15	-24	3	-1	-1.1	-4
Cc1cccc(C(=O)OCC(=O)N2CCCCCC2)c1	-2	2	-174	-3	10	-104	-82	-26	-44	0.3	-4
COc1cc(CCCN2CCNC[C@@H]2CC2CCCCC2)cc(OC)c1OC	/	2	3	-10	-2	15	8	6	-13	-1.7	1
COCCCN(C(C)=O)c1nc(-c2ccc(OC)cc2)cs1	0	1	-67	-4	2	-7	-169	-1	-104	3.9	12
Cc1cccc([C@@H]2[C@@H]3C(=O)N(Cc4ccccc4)C(=O)[C@@H]3[C@]3(C)C(=O)N(c4cccc(Cl)c4)C(=O)N23)c1	1	-2	5	-11	-4	14	16	0	-4	0.8	5
Cc1cc(C)n(CC(=O)NCCC2=CCCCC2)n1	4	-1	-19	-6	-3	-20	-4	4	-19	-0.5	1
CC(C)C(=O)N1CCCC1(C)C(=O)NCc1ccc(Cl)cc1 (stereo not given)	/	2	-6	-6	3	-16	10	/	-22	3.4	-3
CCCS(=O)(=O)N1CCCC(C(=O)N2CCCCC2)C1 (stereo not given)	1	-6	21	-3	1	-27	18	-20	-7	1.0	9
CCc1cccc(CC)c1NC(=O)CSc1nnc(C(C)C)n1CC	7	-6	2	-5	-2	7	18	-1	0	0.1	4
Nc1nc(NCc2ccco2)nc(NCCO)c1[N+](=O)[O-]	1	8	11	-5	1	7	16	10	-4	-0.6	6
COc1cccc(/C=C/C(=O)OCC(=O)Nc2ccc(N3CCOCC3)cc2)c1OC	-1	6	8	-5	0	11	7	-4	-12	-0.6	7
Clc1ccc(-c2nnc3sc(-c4ccc(Br)o4)nn23)cc1	0	-10	-10	-3	2	-2	-8	7	-6	-2.0	-1
CN1CCN(C(=O)C[C@H]2C[C@H]3c4cc(NC(=O)NC5CCCCC5)ccc4O[C@H]3[C@@H](CO)O2)CC1	/	3	5	-4	4	-3	6	/	2	1.3	-4
CC1CCC2(CC1)NC(=O)N(CC(=O)Nc1cc(S(=O)(=O)N3CCCC3)ccc1Cl)C2=O (stereo not given)	/	1	1	-5	4	15	-4	-26	19	1.0	6
CCNc1nnc(-c2ccc(C)cc2)o1	-1	-10	-189	-4	3	-26	-169	-46	-91	-1.6	-4
CCC(C)[C@@H](C(=O)N1CCNCC1)n1cc(CCCCN)nn1 (stereo not given in full)	3	-2	3	-12	-1	-6	-6	-4	-5	6.0	4
Cn1c(SCc2cccnc2)nc2cccnc21	4	-1	-30	-5	1	-7	-76	-22	-19	-1.2	-9
CS(=O)(=O)NNC(=O)Cn1nnc(-c2cc(C(F)(F)F)cc(C(F)(F)F)c2)n1	1	4	3	-3	-6	/	20	/	-14	-0.7	-2

Part of the list above with just iPSC survival up:
mol,iPSC survival up
COc1cc(CCCN2CCNC[C@@H]2CC2CCCCC2)cc(OC)c1OC,-1.7
COCCCN(C(C)=O)c1nc(-c2ccc(OC)cc2)cs1,3.9

Additional results follow.
compound	NR2E3 ag-1	Cardio protect	Peg3 prom inh	CaV13 FRET inh	HTR2A ag	Shn3 3UTR inh	HIF-2a block	TRPM1 prom inh	NR2E3 ag-2	iPSC survival up	PDI inh
CCN1C(=O)[C@H]2[C@@H](c3ccc(C)cc3)N3C(=O)N(c4ccc(C)cc4)C(=O)[C@@]3(C)[C@H]2C1=O	1	-1	-78	-3	-2	13	-32	2	-1	-1.6	3
CCn1c(SCC(=O)N/N=C/c2c[nH]c3ccccc23)nnc1-c1ccc(C(C)(C)C)cc1	-1	-11	35	-18	1	-4	-12	2	13	-1.3	5
COC(=O)c1cc(NC(=O)c2c(-c3ccccc3)noc2C)ccc1N1CCOCC1	3	2	22	-3	8	-3	12	-6	-12	3.6	5
O=C(N/N=C/C=C/c1ccco1)c1ccccc1Cl	4	16	-9	-2	0	-5	-13	-8	10	-0.5	-9
CCOC(=O)C1(C)CCCN1C(=O)c1ccc(C(F)(F)F)nc1C (stereo not given)	/	7	0	-9	-4	-11	8	/	-40	1.1	8
CC(=O)N1c2ccc(S(=O)(=O)N3CCC(C(=O)Nc4cc(C)ccn4)CC3)cc2CC1C (stereo not given)	-1	-1	6	-3	2	31	-5	4	4	1.1	1
Cc1ccc(SCC(=O)NCC2COc3ccccc3O2)cc1 (stereo not given)	1	-4	-7	-5	5	-4	-11	10	-3	0.6	-8
O=C(O)COc1ccc(C(=O)c2ccccc2)cc1	-1	0	2	-2	-2	-23	12	4	-29	-0.1	5
Fc1ccc(C(CCNCc2ccccn2)c2ccc(Cl)cc2)cc1 (stereo not given)	0	7	7	/	-5	21	-10	3	-2	-0.4	1
COc1cccc(-c2noc(CCC(=O)NC3CCCC3)n2)c1	/	6	-15	/	4	9	-31	-18	-4	-0.3	0
CCS(=O)(=O)N1CCC(C(=O)NCc2ccc(F)cc2)CC1	3	-2	10	-5	-3	8	14	4	8	-2.5	4
Cc1cc(C)cc(CC(=O)N2CCC2(C)C(=O)NS(=O)(=O)c2cc(C)ccc2F)c1 (stereo not given)	/	-3	5	-6	2	-5	9	/	30	-0.9	-4
O=[N+]([O-])c1ccc(/C=N/n2cn[nH]c2=S)cc1	-1	7	3	-1	8	-7	14	-5	-43	-0.6	3
Cc1cc(C(=O)NNC(=O)Cc2ccc(Cl)cc2)c(C)o1	1	0	16	-2	-3	12	-9	3	-2	-0.2	-6
Fc1ccc(COc2ccccc2CNc2nn[nH]n2)cc1	-1	8	10	6	-2	-1	16	5	-15	0.1	-4
COc1ccc2cc3cc(C(=O)NCCN4CCN(Cc5ccccc5)CC4)oc3nc2c1	4	-3	-88	-2	1	-16	-102	-13	-21	-1.1	5
COc1ccc(C(CNC(=O)COc2ccc(F)cc2Br)N2CCCC2)cc1 (stereo not given)	6	7	1	-4	-3	3	-16	-12	-10	-1.0	-6
Nc1nc(SCc2ccccn2)c2ncn(C3OC(CO)C(O)C3O)c2n1 (stereo not given)	/	2	-10	-6	2	-10	0	2	0	-0.4	-13
CC(C)CC1Nc2ncnc(N3CCCCC3)c2N(Cc2ccccc2)C1=O (stereo not given)	1	-9	22	/	1	-2	17	4	11	-3.6	0
CCOc1ccc(NC(=O)c2ccccc2SC)cc1	1	-16	-129	-2	-3	-45	-226	-72	-58	1.8	11
CC(=O)Nc1cccc(-c2ccnc3c2CC(C)(C(=O)NCc2ccc(F)c(F)c2)O3)c1 (stereo not given)	/	10	11	-4	0	6	25	/	-5	0.4	8
Cc1c(N=Cc2c(O)n(C3CCCCC3)c(=O)[nH]c2=O)c(=O)n(-c2ccccc2)n1C	2	11	10	/	3	-24	9	8	4	-2.7	-7
COC(=O)COc1cccc2c(=O)n(CC(=O)Nc3ccc4c(c3)OCCO4)ccc12	-1	-12	11	-3	-2	-7	7	/	-22	-0.4	/
Cc1ccnc(NC(=O)Cc2ccc(F)cc2)n1	-2	0	10	10	1	-56	10	-8	-7	-0.2	-3
CCc1ccc(C2C(C#N)=C(N)OC3=C2C(=O)CCC3)s1 (stereo not given)	-1	0	3	-7	0	8	13	-3	-13	0.2	-1

(list continues)
compound	NR2E3 ag-1	Cardio protect	Peg3 prom inh	CaV13 FRET inh	HTR2A ag	Shn3 3UTR inh	HIF-2a block	TRPM1 prom inh	NR2E3 ag-2	iPSC survival up	PDI inh
CCOc1ccc(NC(=O)CCS(=O)(=O)c2cccc3nsnc23)cc1	0	7	0	-5	-1	-22	13	6	-15	-0.3	2
O=C(Nc1ccc(O)cc1)c1ccc(NC(=O)c2cccs2)cc1	2	18	-186	-3	1	-70	-107	-67	-29	-0.3	1
CCOc1ccc(-c2nnc3ccc(SCC(=O)Nc4nc5ccccc5s4)nn23)cc1	1	8	33	-2	2	22	17	-15	19	0.5	3
O=C(c1ccc(Cl)c([N+](=O)[O-])c1)N1CCN(C(=O)c2ccco2)CC1	5	4	18	-2	0	11	17	14	-13	-1.0	1
FC(F)(F)c1cnc(COc2ccc(Cl)cc2Cl)c(Cl)c1	2	-6	-45	-2	-1	5	-53	-48	-23	-0.5	16
O=C(O)COc1ccc(Br)cc1/C=N/O	2	3	7	/	11	11	22	-2	7	-0.3	-3
COc1ncnc2c1ncn2CCCN1CCN(Cc2ccc(C)cc2)CC1	/	-8	9	-3	2	2	10	/	-23	4.5	-2
COc1ccc(/C=C(\C#N)C(=O)OCC(=O)NC(=O)NCCC(C)C)cc1	-1	0	3	-16	2	-5	7	-8	12	0.8	4
O=C(OCc1nc2scc(-c3ccccc3)c2c(=O)[nH]1)c1cccc([N+](=O)[O-])c1	1	-4	-8	-5	1	-3	-11	4	-6	0.1	9
COc1cc(C2C(C(C)=O)=C(O)C(=O)N2CCc2ccc(OC)c(OC)c2)ccc1O (stereo not given)	2	0	5	/	0	3	13	-4	12	-4.5	-2
O=C(CC(Cc1ccccc1)c1ccco1)NC1CCCCC1 (stereo not given)	0	-9	8	-8	3	-3	-38	8	-8	-1.6	7
